From PubChem BioAssay
eIF4E 4G PPI – eIF4E/eIF4G interaction inhibition in translation initiation; P63073+Q04637; TR-FRET eIF4E-eIF4GI(517-606) binding, 2 h; inhibition, % at 21.7 µM; actives 0.37% (n = 220,000);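 active = inhibition above about 30%, limit read from the data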;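 also: 0% = full FRET control wells and 100% = background wells lacking eIF4GI fragment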
PERK inh – inhibitors of human PERK kinase | Q9NZJ5 | CHO PERK-DD fusion, SEAP luminescence translation reporter | inhibition, % at 5.6 µM | actives 0.17% (n = 220,000);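 active = inhibition above the mean inhibition of all tested compounds plus 3 SD, set separately per screening campaign, cut at about 2.9% in these data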;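 also: PERK kinase domain activated by AP20187 dimerizer at 100 nM; 0% = DMSO with dimerizer and 100% = rapamycin at 8.4 µM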
NPY-Y2 PAM-ag – potentiates or activates human NPY-Y2 receptor | P49146 | cells expressing NPY-Y2, potentiator/agonist read-out | activation, % at 3.6 µM | actives 0.45% (n = 220,000) | AID 1359; in the data active = activation above about 27%;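 also: cells stimulated with NPY near EC25 plus isoproterenol at EC100; 0% = vehicle plus submaximal agonist and 100% = vehicle plus saturating agonist; some results beyond the cut were filed as inactive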
S1P4 antag – human S1P4 receptor antagonism; inhibition, % at 4.98 µM; AID 1510; S1P4-expressing cells, antagonist mode, reporter read-out; actives 0.26% (n = 220,000); in the data active = inhibition above about 29%;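 also: 0% = wells stimulated with agonist and 100% = vehicle wells without agonist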
Target sequence (O95977 whole entry, looked up): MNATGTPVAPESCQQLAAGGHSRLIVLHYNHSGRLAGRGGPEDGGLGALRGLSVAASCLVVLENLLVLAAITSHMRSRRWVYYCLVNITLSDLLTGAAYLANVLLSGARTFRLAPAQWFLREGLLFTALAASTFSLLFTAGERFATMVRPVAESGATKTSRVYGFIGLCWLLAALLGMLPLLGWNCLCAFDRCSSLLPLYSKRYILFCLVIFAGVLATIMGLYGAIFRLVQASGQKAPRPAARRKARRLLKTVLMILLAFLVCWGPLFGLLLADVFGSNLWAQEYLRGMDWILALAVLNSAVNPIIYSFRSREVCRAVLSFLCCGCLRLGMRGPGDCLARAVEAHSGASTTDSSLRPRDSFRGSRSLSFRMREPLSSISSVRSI
MDM2 E3 inh – blocks human Mdm2 ubiquitin ligase activity; Q00987; cell-based MDM2 ubiquitination luciferase reporter, 2 h; 0 = plate control, 100 = twice control, blank-subtracted; signal enhancement, % at 5 µM; actives 0.11% (n = 210,000); AID 1230;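 active = signal enhancement of 30% or more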;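 also: luminescence tracks abundance of the self-degrading MDM2-luciferase fusion protein; higher signal means inhibition of MDM2 E3 ligase activity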
Target sequence (Q00987 whole entry, looked up, the tested form may be a part): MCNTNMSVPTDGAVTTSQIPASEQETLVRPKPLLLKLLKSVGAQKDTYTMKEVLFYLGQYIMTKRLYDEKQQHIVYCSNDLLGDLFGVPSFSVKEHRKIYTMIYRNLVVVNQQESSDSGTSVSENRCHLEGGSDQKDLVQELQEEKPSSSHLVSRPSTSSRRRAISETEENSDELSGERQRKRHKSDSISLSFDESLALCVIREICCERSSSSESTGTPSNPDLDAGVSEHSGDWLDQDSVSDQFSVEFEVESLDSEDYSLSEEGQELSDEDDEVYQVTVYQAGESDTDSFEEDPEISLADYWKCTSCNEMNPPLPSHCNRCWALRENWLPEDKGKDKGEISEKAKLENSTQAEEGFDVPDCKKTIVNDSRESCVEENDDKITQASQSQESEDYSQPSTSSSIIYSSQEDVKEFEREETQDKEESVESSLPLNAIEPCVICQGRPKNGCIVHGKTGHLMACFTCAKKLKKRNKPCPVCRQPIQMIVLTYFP
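System: stable MDM2–luciferase fusion reporter cells / Input: 2000 cells seeded into each well / Schedule: 4 h settle plus 2 h compound, 37 °C / Compound: single-point 5 µM / Buffer or medium: cells held in DMEM / Benchmarks: control and blank well means / Evaluation: percent signal gain over controls, blank-subtracted / Measured by: luciferase luminescence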
S1P4 agonist – human S1P4 receptor agonism; O95977; S1P4-expressing cell line, agonist reporter assay; activation, % at 4.98 µM; actives 0.35% (n = 220,000); AID 1509; in the data active = activation above about 11%;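 also: 0% = DMSO vehicle and 100% = reference agonist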
Ba/F3 V617F tox – lowers viability of Ba/F3 cells expressing EpoR and JAK2V617F. ATP luminescence. inhibition, % at 5.6 µM. actives 1.1% (n = 220,000);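 active = inhibition above the campaign mean plus 3 SD over all tested compounds, cut at about 24% in these data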;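 also: cytokine-independent growth of Ba/F3 cells driven by EpoR plus mutant JAK2; 0% = DMSO-treated cells and 100% = JAK inhibitor I control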
Wee1 stabilizer – blocks degradation of human Wee1 kinase; P30291; reporter increase, % at 5 µM; AID 1321; actives 1.2% (n = 220,000); HeLa Luc-Wee1K328M stability, luciferase luminescence; 100% = proteasome inhibitor MG132 effect;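 active = activation above the mean of all tested compounds plus 3 SD, set per screening run, cut at about 8.8% in these data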;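 also: cells exposed to compound for 20 h before luminescence read; 0% = DMSO alone and 100% = MG132 at 30 µM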
BaF3 tox – reduces parental Ba/F3 cell viability, JAK2V617F counter-screen; CellTiter-Glo ATP luminescence; inhibition, % at 5.6 µM; actives 1.1% (n = 220,000); AID 1486;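 active = inhibition above a per-campaign cutoff, the mean inhibition of all tested compounds plus 3 SD, cut at about 27% in these data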;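 also: 0% = DMSO wells and 100% = JAK Inhibitor I control wells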
* marks the source's active call; other numbers are inactive results; nt = not tested or not shown; [ ] = dose if it differs, or a comment. The order is random, and some 4.1% of all compounds hit somewhere here.

SMILES	eIF4E 4G PPI	PERK inh	NPY-Y2 PAM-ag	S1P4 antag	MDM2 E3 inh	S1P4 agonist	Ba/F3 V617F tox	Wee1 stabilizer	BaF3 tox
Cc1ccc(NC(N)=S)cc1C	-3.2	1.4	-2.0	1.1	-7.7	-0.9	-1.5	0.8	2.5
CCOC(=O)C1C(=O)NC(SC)=C(C#N)C1c1ccccc1F (centres undefined)	-5.0	1.4	-6.1	-15.8	-7.2	0.1	0.0	-2.8	4.6
Clc1ccc(N2CCCCCC2)nn1	3.7	1.6	-3.0	0.4	0.2	0.4	0.8	-0.7	4.0
CCCn1c(C)cc(/C=C(\C#N)C(=O)OCC(=O)NC(=O)NCC)c1C	2.5	-1.3	-4.2	-17.5	1.1	0.4	1.2	-1.2	3.7
COc1ccc(/C=N\NC(=O)CNC(=O)C(c2ccccc2)c2ccccc2)cc1[N+](=O)[O-]	-3.0	0.8	-2.4	-7.2	2.4	-1.3	-1.2	1.7	6.2
CCCCNC(=O)CCC(=O)Nc1ncc(-c2ccc(C)cc2)n1C	-9.2	-0.6	-11.9	-9.4	-1.0	1.0	-2.4	-1.9	0.6
O=C(Cc1ccc(-n2cccc2)cc1)NCc1cccs1	3.7	-0.4	-43.2	-4.0	-10.1	1.4	82.5*	7.8	78.6*
C/C(=N\N1CCN(C2c3ccccc3-c3ccccc32)CC1)c1ccco1	6.4[fluorescence artefact?]	-0.9	10.0	-12.6	-5.5	0.6	-0.8	1.3	0.9
O=C(Nc1ccc(OC(=O)c2cccnc2)cc1)c1cccnc1	-7.8[fluorescence artefact?]	2.2	2.2	12.3	-25.6	-1.5	-3.8	-1.1	0.8
CCCCCCOc1ccc(C(CC(N)=O)C(=O)O)cc1 (centres undefined)	-2.2	0.4	0.4	-7.2	-0.6	1.6	0.9	1.3	1.8
Cc1nc(NC(=S)NC(=O)COc2ccccc2Cl)ccc1Br	18.1	1.0	5.8	2.3	-1.0	0.2	-4.0	-0.9	9.2
COc1ccc(NC(=O)/C(C#N)=C/C=C/c2ccco2)cc1	-1.1	0.7	1.1	-20.4	-2.2	1.0	0.2	-0.9	2.3
CS(=O)(=O)N1CCN(c2ccc([N+](=O)[O-])c(NCCN3CCOCC3)c2)CC1	-3.5	-0.1	9.2	-1.9	-3.9	0.6	-3.1	0.1	1.1
CC(C)(C)C(=O)COC(=O)c1ccc(O)cc1	0.2	1.2	4.6	-28.8	-1.8	-4.2	-2.7	2.1	5.3
CCOC(=O)CSc1ncc(-c2ccc([N+](=O)[O-])cc2)[nH]1	-4.4	0.5	-7.4	-16.7	-4.3	0.4	-1.4	1.3	3.1
CC(C)Oc1ccc(CCNC(=O)CC2C(=O)NCCN2C)cc1 (centres undefined)	-1.9	0.3	-17.0	-6.8	-100.9	1.2	-0.8	-0.5	-5.0
COc1ccc(C(=O)c2ccc(Cl)cc2)c2ccccc12	10.2	0.1	-14.3	-7.1	-14.2	-5.8	-3.2	-0.5	4.4
Oc1ccccc1-c1nnc(SCCN2CCOCC2)n1Cc1ccccc1	-11.4	-0.6	0.0	-25.4	9.8	0.6	94.2*	-1.0	82.6*
C=CCn1c(C)cc(C(=O)CSc2nnc(NC(C)C)s2)c1C	-7.5	0.4	11.0	-14.7	1.7	1.7	-3.4	-2.0	3.0
COc1cccc(-n2c(C)c(C(C)=O)c(C(C)=O)c2C)c1	-6.3	0.1	-9.5	1.0	3.7	-0.9	-5.8	0.4	-0.7
CC(=O)Nc1ccc(S(=O)(=O)N2CCCN(S(=O)(=O)c3ccc(NC(C)=O)cc3)CC2)cc1	0.5[fluorescence artefact?]	1.0	6.0	2.6	1.6	0.3	-3.4	5.4	4.7
O=C(CSc1nnc(-c2ccncc2)n1-c1ccc(Cl)cc1)Nc1ccc(C(=O)O)cc1	3.5	-0.2	15.0	-15.6	-2.7	0.1	-3.4	-2.4	1.6
COc1ccccc1OCc1n[nH]c(=S)n1Cc1ccccc1	-2.7	1.0	4.2	-11.3	-7.3	0.2	-6.5	-0.5	-2.9
Cc1ccc(C)c(Cn2cnc3c(oc4ccccc43)c2=O)c1	-2.0	0.1	-14.1	-8.8	-19.6	1.6	1.0	-1.5	5.9
O=C(COC(=O)CCC(=O)c1cccs1)Nc1ccc(S(=O)(=O)N2CCOCC2)cc1	5.9	1.9	-3.8	-4.1	13.2	-0.3	-1.4	-1.8	4.4
SMILES	eIF4E 4G PPI	PERK inh	NPY-Y2 PAM-ag	S1P4 antag	MDM2 E3 inh	S1P4 agonist	Ba/F3 V617F tox	Wee1 stabilizer	BaF3 tox
Cc1cc2c(cc(C(=O)OC(C(=O)NCC3CCCO3)C(C)C)n2C)o1 (centres undefined)	-3.9	-0.3	-21.1	-2.8	-11.0	0.1	-0.2	0.5	8.0
O=C(c1ccccc1)c1ccc2c(c1)OCCOCCOCCOCCO2	4.6	-0.3	2.6	3.2	-4.5	1.4	-3.4	-1.9	-0.9
O=C(CSc1nc2c(c(=O)n1-c1ccccc1)SCC2)N1CCN(c2ccccc2)CC1	0.7	-0.5	20.7	-3.8	-31.1	1.3	2.7	1.0	2.2
CC1(C)CC(CC(=O)O)(c2ccc(Cl)cc2)CCO1 (centres undefined)	2.6	0.1	-1.5	-14.2	-12.2	1.1	3.0	-0.8	4.7
COc1ccc(/C=C(\NC(=O)c2ccccc2)C(=O)N/N=C/c2ccncc2)cc1	7.0[fluorescence artefact?]	-0.3	-0.2	-1.3	-17.5	0.1	-1.2	-5.0	-0.9
Brc1ccc(-c2nnc(SCCC3OCCCO3)o2)cc1	9.3	0.7	-34.4	-0.5	-33.8	0.1	3.8	-1.9	4.4
CC(C)=NNC(=O)c1c(O)c2ccccc2[nH]c1=O	-0.2	-1.7	-14.8	10.7	-15.1	-1.7	-1.8	1.6	-0.7
CCc1ccc(NS(=O)(=O)c2ccc3[nH]cc(C(=O)N4CCc5ccccc54)c(=O)c3c2)cc1	5.4	0.3	13.3	-20.1	-11.7	1.8	-2.5	-0.4	-3.0
O=C(/C=C/c1ccco1)NCCc1ccccc1	-0.1	0.5	0.6	-5.5	2.5	0.8	2.6	0.0	4.7
CCOC(=O)c1ccccc1NC(=O)CSc1nc2c(c(=O)n(C)c(=O)n2C)n1C	4.5	0.7	-5.9	-18.8	5.0	2.5	0.6	-1.1	1.4
CCNC(=O)NC(=O)COC(=O)CCCSc1nc2ccccc2s1	-3.6	0.5	-9.1	-12.4	-11.7	0.8	-4.5	-3.1	1.4
CCN1CC2=C(OC(N)=C(C#N)C2c2cccs2)/C(=C\c2cccs2)C1 (centres undefined)	0.1	-0.1	6.0	1.5	-9.2	-3.9	-1.0	2.2	6.6
O=C(O)C12C[C@H]3C[C@@H](C1)CC(n1ncc(N4CCN(c5ccccc5)CC4)c(Cl)c1=O)(C3)C2	-3.3[fluorescence artefact?]	1.1	11.5	-14.8	-8.4	-0.8	-2.7	-1.0	-0.5
Cc1ccccc1NC(=O)Cn1c(O)c(N=NC(=O)c2ccccc2O)c2ccccc21	16.7	0.6	-8.1	2.1	-15.2	-2.4	7.7	3.1	10.3
CCn1cc(CN2CCN(Cc3ccc(C)o3)C(CCO)C2)c2ccccc21 (centres undefined)	-1.7	-0.8	-10.1	10.8	-3.8	0.8	43.7*	-0.3	6.9
COc1ccc(-c2nnc(N(C)C(=O)C3CCOC3)s2)cc1 (centres undefined)	2.8[fluorescence artefact?]	0.3	4.4	-10.1	nt	0.5	-2.5	-0.3	-0.6
COc1cc(/C=N/Nc2nnc3c(n2)[nH]c2ccccc23)ccc1O	9.1	0.7	-4.4	-7.2	-11.1	-0.4	-3.5	4.2	3.0
CN(C)c1ccc(/C=C(/C#N)C(=O)NCc2ccccc2)o1	1.7	-0.3	0.7	-2.4	nt	-1.6	-2.4	0.9	2.7
CN(c1ccccc1C(=O)N1CCN(Cc2ccc3c(c2)OCO3)CC1)S(C)(=O)=O	3.8	2.2	-10.2	5.2	-4.4	-0.5	1.0	5.0	3.4
CCCOC1CCCN(Cc2cn(C)nc2-c2ccccc2F)C1 (centres undefined)	5.2	0.4	-5.2	-23.8	-12.7	0.9	-4.5	3.9	0.8
CCOC(=O)c1cc(NC(=O)c2ccc(OC)cc2)c(=O)oc1-c1ccccc1	-7.3	0.2	-4.6	13.4	-8.2	22.1*	-1.4	1.7	-0.2
CC(C)CCNc1nc(-c2ccco2)c2c(c1C#N)CCCC2	-0.8	-0.6	-22.7	-4.5	-15.7	2.1	-0.8	6.5	4.5
Cc1ccc(S(=O)(=O)NCc2ccc(C(=O)N3CCN(Cc4ccccc4)CC3)cc2)cc1	-0.7	-0.5	16.8	-20.3	-32.2	-2.5	-1.9	-1.1	2.2
COc1ccc(NS(=O)(=O)c2ccc3c(c2)NC(=O)CO3)cc1	-1.5	1.0	5.7	-7.6	-1.5	-0.8	1.2	-3.5	2.3
CCc1ccc(C(C)NC(=O)c2ccc(F)cc2)cc1 (centres undefined)	0.8	0.1	-12.8	-2.3	-0.4	-2.8	1.1	0.2	4.0
Cc1ccccc1Nc1cc(C)c2c(O)cccc2n1	0.4	-0.4	1.4	12.1	nt	-0.2	-2.9	1.0	2.8
COc1ccccc1/C=C/C(=O)c1ccc(NC(C)=O)cc1	6.0[fluorescence artefact?]	-0.2	7.6	-9.0	-8.0	0.1	2.9	-0.4	6.1

Arranged by formula weight (lowest first): 10 of the compounds above
SMILES	eIF4E 4G PPI	PERK inh	NPY-Y2 PAM-ag	S1P4 antag	MDM2 E3 inh	S1P4 agonist	Ba/F3 V617F tox	Wee1 stabilizer	BaF3 tox
CC(C)=NNC(=O)c1c(O)c2ccccc2[nH]c1=O	-0.2	-1.7	-14.8	10.7	-15.1	-1.7	-1.8	1.6	-0.7
COc1ccc(NC(=O)/C(C#N)=C/C=C/c2ccco2)cc1	-1.1	0.7	1.1	-20.4	-2.2	1.0	0.2	-0.9	2.3
COc1ccccc1/C=C/C(=O)c1ccc(NC(C)=O)cc1	6.0[fluorescence artefact?]	-0.2	7.6	-9.0	-8.0	0.1	2.9	-0.4	6.1
Cc1ccc(C)c(Cn2cnc3c(oc4ccccc43)c2=O)c1	-2.0	0.1	-14.1	-8.8	-19.6	1.6	1.0	-1.5	5.9
CCOC(=O)CSc1ncc(-c2ccc([N+](=O)[O-])cc2)[nH]1	-4.4	0.5	-7.4	-16.7	-4.3	0.4	-1.4	1.3	3.1
CC(C)CCNc1nc(-c2ccco2)c2c(c1C#N)CCCC2	-0.8	-0.6	-22.7	-4.5	-15.7	2.1	-0.8	6.5	4.5
COc1ccc(-c2nnc(N(C)C(=O)C3CCOC3)s2)cc1 (centres undefined)	2.8[fluorescence artefact?]	0.3	4.4	-10.1	nt	0.5	-2.5	-0.3	-0.6
COc1ccccc1OCc1n[nH]c(=S)n1Cc1ccccc1	-2.7	1.0	4.2	-11.3	-7.3	0.2	-6.5	-0.5	-2.9
COc1cc(/C=N/Nc2nnc3c(n2)[nH]c2ccccc23)ccc1O	9.1	0.7	-4.4	-7.2	-11.1	-0.4	-3.5	4.2	3.0
Cc1cc2c(cc(C(=O)OC(C(=O)NCC3CCCO3)C(C)C)n2C)o1 (centres undefined)	-3.9	-0.3	-21.1	-2.8	-11.0	0.1	-0.2	0.5	8.0
